High-throughput results: PubChem, National Center for Advancing Translational Sciences (NCATS)
RGS4 inhibitor: Inhibitors of Regulator of G Protein Signaling (RGS) 4: qHTS; Potency, µM (doses to about 114 µM), for the others: at the top dose activity change, negative = inhibition, usual class: inhibitors; Transcreener GDP fluorescence polarization, RGS4-accelerated GTP hydrolysis; 390,000 tested, 0.039% active; AID 504845, 2011; note: % is set by controls: 0 for no effect and ±100 for the full control effect; nearly all actives have a fitted effect of over 75% in size; some results filed as inactive show a strong effect at the top dose
Target sequence (P49798 whole entry, looked up): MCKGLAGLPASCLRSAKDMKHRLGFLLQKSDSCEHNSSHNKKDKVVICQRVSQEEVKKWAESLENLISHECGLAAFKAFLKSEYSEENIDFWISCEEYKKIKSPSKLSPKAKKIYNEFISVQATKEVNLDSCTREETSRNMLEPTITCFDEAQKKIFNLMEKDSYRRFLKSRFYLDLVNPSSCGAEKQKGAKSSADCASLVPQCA
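MLSMR compounds (23 nl, pin-transferred) preincubated 10 min at room temperature with a 500nM (2x) first reagent, then RGS4 at 900nM (2x) plus Transcreener GDP mix added; fluorescence polarization (620/688 nm) read before and after 90 min at 30 °C.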
TrxR1 inh: qHTS Assay for Inhibitors of Mammalian Selenoprotein Thioredoxin Reductase 1 (TrxR1): qHTS. 390,000 tested, 1% active. recombinant rTrxR1, NADPH fluorescence consumption, selenite substrate. Potency, µM (titrated, usually from 114 µM), for inactives: top-dose activity change, negative = inhibition, hits mostly inhibitors. Thioredoxin reductase 1, cytoplasmic (Rattus norvegicus), O89049; note: % is set by controls: 0 for no effect and ±100 for the full control effect; nearly all actives have a fitted effect of over 65% in size
Target sequence (O89049 whole entry, looked up): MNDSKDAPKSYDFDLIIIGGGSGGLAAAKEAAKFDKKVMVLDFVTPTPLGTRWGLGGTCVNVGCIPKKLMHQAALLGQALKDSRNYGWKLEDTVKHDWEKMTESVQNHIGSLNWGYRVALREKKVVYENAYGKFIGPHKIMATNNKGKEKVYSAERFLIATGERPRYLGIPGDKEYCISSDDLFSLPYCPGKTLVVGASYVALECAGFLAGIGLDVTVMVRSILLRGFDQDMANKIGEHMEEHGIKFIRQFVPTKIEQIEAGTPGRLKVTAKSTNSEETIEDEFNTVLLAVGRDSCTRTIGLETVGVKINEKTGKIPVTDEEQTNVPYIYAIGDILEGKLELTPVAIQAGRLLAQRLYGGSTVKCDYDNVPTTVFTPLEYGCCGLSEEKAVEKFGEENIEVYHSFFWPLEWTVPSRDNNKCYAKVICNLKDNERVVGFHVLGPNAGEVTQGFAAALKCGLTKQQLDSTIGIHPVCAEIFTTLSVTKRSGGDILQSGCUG
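Rat TrxR1 (90 nM in the dispensed reagent) was pre-reduced with 400 uM NADPH for 5 min at room temperature, then incubated with compound for 15 min. After 400 uM selenite was added, NADPH fluorescence (Ex 340/Em 450 nm) was followed for 8 min.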
RXFP1 agonist: qHTS Assay for Agonists of the Relaxin Receptor RXFP1; 370,000 tested, 0.3% active; Potency, µM (top dose mostly 57.5 µM), without a hit: at the top dose activation, usual class: activators; HEK293T-RXFP1 cAMP TR-FRET, 30 min; response scale: percent of porcine relaxin response, buffer zero; Relaxin receptor 1 (Homo sapiens), Q9HBX9; note: % is set by controls: 0 for no effect and ±100 for the full control effect; nearly all actives have a fitted effect of over 60% in size; many of its hits are not listed in these tables
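HEK293T cells stably expressing RXFP1 were pretreated with the PDE4 inhibitor Ro 20174, exposed to compounds for 30 min at 37C, lysed, and cAMP was read by TR-FRET. Data normalized to buffer (basal) and 29 nM porcine relaxin (100%).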
USP1 inh: Inhibitors of USP1/UAF1: Primary Screen. recombinant USP1/UAF1, Ub-Rhodamine cleavage fluorescence. Potency, µM (top dose mostly 57.1 µM), for the others: top-dose activity change, negative = inhibition, hits mostly inhibitors. 390,000 tested, 0.23% active; note: % is set by controls: 0 for no effect and ±100 for the full control effect; nearly all actives have a fitted effect of over 60% in size; inactives centre near -12
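High-throughput fluorogenic screen: 1nM USP1/UAF1 complex, Ub-Rho substrate 150nM final, 50mM HEPES pH 7.8 with 0.5mM EDTA, 0.1 mg/ml BSA, 1mM TCEP and 0.01% Tween-20.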
Vif-A3F inh: qHTS for Inhibitors of Vif-A3F Interactions: qHTS; HeLa A3F-eYFP + Vif (tagged APOBEC3F with the HIV-1 protein that degrades it), YFP fluorescence increase; Potency, µM (highest dose often 46.1 µM), inactives show at the top dose activity, negative = active; 390,000 tested, 0.2% active; AID 602313, 2012; note: % of control where 0% means no effect; nearly all actives have a fitted effect of over 65% in size
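Fluorescence increase (Ex 488/Em 500-530) after overnight compound treatment at 37 deg C flags inhibition of Vif-driven A3F-eYFP loss in stable HeLa A3F-eYFP/Vif cells seeded overnight beforehand.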
ALOX12 inh: Primary qHTS assay for inhibitors of human arachidonate 12S-lipoxygenase (ALOX12): Round 2; AID 1671190, 2021; purified 12hLO, xylenol orange hydroperoxide absorbance; 580,000 tested, 1.1% active; Potency, µM (series often up to 108 µM), for inactives: top-dose activity change, negative = inhibition, actives largely listed as inhibitors; note: % is set by controls: 0 for no effect and ±100 for the full control effect
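Purified human 12hLO at 150 nM in 25 mM Hepes, 0.01% Triton X-100, pH 7.0, preincubated 15 min at room temperature with compound. Reaction started with 40 uM arachidonic acid, 30 min at room temperature. Hydroperoxide measured by Fe-xylenol orange, 573/405 nm absorbance ratio.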
Vif-A3G inh: qHTS for Inhibitors of Vif-A3G Interactions: qHTS; DNA dC->dU-editing enzyme APOBEC-3G (Homo sapiens), Q9HC16; HeLa A3G-eYFP + Vif (tagged APOBEC3G with the HIV-1 protein that degrades it), YFP fluorescence, overnight; Potency, µM (top dose mostly 46.1 µM), inactives show at the top dose activity, negative = active, hits mostly inhibitors; 410,000 tested, 0.076% active;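 note: % is set by controls: 0 for no effect and ±100 for the full control effect; nearly all actives have a fitted effect of over 60% in size; hits raise eYFP signal because A3G escapes Vif-driven loss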
Target sequence (Q9HC16 whole entry, looked up): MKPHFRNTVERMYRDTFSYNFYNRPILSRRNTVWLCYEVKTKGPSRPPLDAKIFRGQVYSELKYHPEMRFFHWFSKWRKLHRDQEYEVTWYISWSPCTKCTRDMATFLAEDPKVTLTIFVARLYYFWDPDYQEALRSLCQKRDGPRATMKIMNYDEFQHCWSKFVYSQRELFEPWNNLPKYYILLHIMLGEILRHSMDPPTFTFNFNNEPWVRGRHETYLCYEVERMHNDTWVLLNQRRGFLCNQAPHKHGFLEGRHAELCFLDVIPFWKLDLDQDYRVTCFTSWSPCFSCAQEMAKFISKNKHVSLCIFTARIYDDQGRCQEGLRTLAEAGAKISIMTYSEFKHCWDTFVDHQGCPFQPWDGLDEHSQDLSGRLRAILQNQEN
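HeLa cells stably expressing Vif and C-terminally eYFP-tagged A3G, seeded overnight at 37 deg C, then exposed to compound by pintool overnight at 37 deg C. Rise in yellow fluorescence (Ex 488/Em 500-530, Acumen) marks blocked Vif-driven A3G degradation.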
TrxR1 substrate: qHTS Assay for Substrates of Mammalian Selenoprotein Thioredoxin Reductase 1 (TrxR1): qHTS. purified TrxR1 substrate turnover, NADPH consumption readout. Potency, µM (top dose mostly 114 µM), for inactives: at the top dose activity change, negative = substrate turnover. 390,000 tested, 0.01% active. AID 588456, 2011; note: % is set by controls: 0 for no effect and ±100 for the full control effect; nearly all actives have a fitted effect of over 50% in size
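Rat TrxR1, dispensed at 90 nM, was prereduced with 400 uM NADPH (final) for 5 min at ~22 deg C, then incubated with compound 15 min before 400 uM selenite. A first-read NADPH fluorescence drop versus no-compound background flagged substrates.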
mIDH1 inhibitor: qHTS for Inhibitors of mutant isocitrate dehydrogenase 1 (IDH1): qHTS | AID 602179, 2012 | IDH1-R132H enzyme, NADPH consumption, diaphorase/resazurin fluorescence | 390,000 tested, 0.093% active | Potency, µM (doses to about 76.6 µM), for inactives: top-dose activity change, negative = inhibition, usual class: inhibitors; note: % is set by controls: 0 for no effect and ±100 for the full control effect; nearly all actives have a fitted effect of over 65% in size
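IDH1-R132H (0.5 ug/mL) preincubated 30 min with compound, then NADPH (0.016 mM) and alpha-KG (2 mM) added; 80 min at RT, pH 7.5. Remaining NADPH coupled via diaphorase/resazurin to fluorescence (540/590 nm); concentration-response curves normalized to no-enzyme control.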
Active calls of the source: *; ? = inconclusive; · = no result given; & = joins results of further samples; [ ] = another dose, or the depositor's remark. Calls come from the whole dose curve; as a rule, active = well fitted curve in the direction sought with a large enough effect; inconclusive = small, poorly fitted or top-dose-only effect, or another doubt; inactive = no such curve, though single readings can be large; an effect the other way counts as inactive or inconclusive. Potency is the fitted concentration of half-maximal effect. These rows are one share of the data. The share of hits here may be higher or lower than overall.

nr	canonical_smiles	USP1 inh	Vif-A3F inh	mIDH1 inhibitor	Vif-A3G inh	TrxR1 inh	RXFP1 agonist	ALOX12 inh	RGS4 inhibitor	TrxR1 substrate
1	COc1ccc(CNC(=O)C2CCCN(C(=O)Nc3ccccc3OC)C2)cc1 (configuration not stated)	-17%	0%	-4%	0%	26%	1.8%	-1%	13%	6%
2	O=C(NCc1cccnc1)c1ccc(COc2ccccc2Cl)cc1	-19%	-10%	4%	0%	23%	-0.3%	4%	-1%	4%
3	COC(CNC(=O)c1ccc2c(c1)ncn2-c1cc(C)cc(C)c1)OC	-13%	15%	-5%	-1%	4%	0.0%	4%	-15%[56.9 µM]	2%
4	Cc1ccc(N2CN=c3s/c(=C\c4ccccn4)c(=O)n3C2)cc1	2%	0%	4%	-1%	-4%	-1.6%	0%	-27%	-12%
5	CC(C(=O)NCC1CCCO1)N1C(=O)C2C3CC(C(Br)C3Br)C2C1=O (configuration not stated)	-15%	8%	-7%	1%	19%	3.4%	63%[activator]	6%	1%
6	COc1nc(NCCO)nc(Nc2ccc([N+](=O)[O-])cc2)n1	-3%	-6%	4%	0%	6%[57.1 µM]	0.1%	-3%	8%	7%[57.1 µM]
7	CC(C)COC(=O)C(C#N)c1nc2ccccc2nc1N1CCN(Cc2ccccc2)CC1 (configuration not stated)	-4%	5%	-2%	1%	-12%	-0.3%	-15%&-8%	9%	-12%
8	Cn1ccc2c(OCC(=O)Nc3cc(C(F)(F)F)ccc3Cl)cccc2c1=O	-25%	-3%	4%	0%	20%[57.1 µM]	-14%	-29%	-53%	7%[57.1 µM]
9	c1ccc(-c2ccccc2OCCCN2CCCCCC2)cc1	-22%	1%	0%	4%	19%	-1.1%	?	-2%	4%
10	Nc1nnc(SCC(=O)NC2CCCCC2)n1-c1ccccc1	-10%	-9%	4%	-3%	11%[57.1 µM]	0.0%	0%	-12%[11.4 µM]	-4%
11	CCCCOc1ccc(C(=O)N2CCNC(=O)C2CC(=O)OC(C)C)cc1 (configuration not stated)	-13%	-8%	1%	3%	14%	-2.9%	-8%	3%	-5%
12	COc1ccc(CNC(=O)CCCn2ncn3c(cc4occc43)c2=O)cc1	-4%	5%	-1%	-1%	5%	-1.0%	0%	-4%	2%
13	CCc1cccc(C)c1Nc1c(-c2cccs2)nc2ncccn12	-1%	-5%	-20%	3%	-2%	10%	-18%	0%	-1%
14	O=C(CN1C(=O)c2cccc3cccc1c23)Nc1ccc(S(=O)(=O)N2CCOCC2)cc1	-12%	-8%	-1%	0%	-2%[57.1 µM]	3.0%	0%	-31%	1%[57.1 µM]
15	CN(Cc1ccccc1)S(=O)(=O)c1ccc(NC(=O)c2ccccc2C(=O)O)cc1	-16%	-6%	0%	4%	20%	·	?	-5%	4%
16	O=C(CNC(=O)COc1ccccc1)NCCc1ccccn1	?	4%	-3%	1%	11%[57.1 µM]	-0.2%	-1%	14%	5%[57.1 µM]
17	CSCCC(NS(=O)(=O)c1ccc(Cl)cc1)C(=O)OCC(=O)N1CCOCC1 (configuration not stated)	-2%	3%	10%	4%	8%	0.0%	0%	-6%[56.9 µM]	-1%
18	Cn1cccc1Cc1nnc(SCC(N)=O)n1-c1ccc(F)cc1	-2%	-3%	-18%	-4%	13%[57.1 µM]	1.5%	7%[57.4 µM]	-34%	8%[57.1 µM]
19	O=C(COc1ccccc1)NCc1ccc2c(c1)CCN2C(=O)c1ccc(F)cc1	-14%	0%	-6%	6%	8%[57.1 µM]	0.7%	-21%	-6%	-1%[57.1 µM]
20	CN(C)S(=O)(=O)c1ccc(NC(=O)CSc2nnnn2C)cc1	-4%	2%	4%	-1%	11%	0.0%	-7%	-11%	4%
21	CN(C)CCCN(C(=O)c1sc2ccccc2c1Cl)c1nc2ccc(F)cc2s1	-1%	-19%	1%	-4%	1%	8.1%	?	17%	-1%
22	COc1ccc(OC)c(S(=O)(=O)N2CCC(C(=O)NC3CCCCCC3)CC2)c1	-7%	-5%	8%	0%	18%	-1.1%	-20%	-1%	6%
23	O=C(Nn1c(C2CCCCC2)nc2ccccc2c1=O)c1ccc(Cl)c([N+](=O)[O-])c1	-13%	6%	?	?	5%[57.1 µM]	0.0%	-12%	11%	-1%[57.1 µM]
24	COc1cc(/C=C/C(=O)c2ccc(Cl)s2)cc(OC)c1O	-4%	?	2%	?	-24%[57.1 µM]	-0.2%	·	-33%	-3%[57.1 µM]
25	COc1cccc2c(N/N=C/c3ccc(O)c(O)c3)cc(C)nc12	-15%	10%	6%	0%	16%	-1.0%	20µM*	-10%	16%

An excerpt of these results, with values under each structure.
Below each compound: USP1 inh | Vif-A3F inh | mIDH1 inhibitor | Vif-A3G inh | TrxR1 inh | RXFP1 agonist | ALOX12 inh | RGS4 inhibitor | TrxR1 substrate
14: O=C(CN1C(=O)c2cccc3cccc1c23)Nc1ccc(S(=O)(=O)N2CCOCC2)cc1
 : -12% | -8% | -1% | 0% | -2%[57.1 µM] | 3.0% | 0% | -31% | 1%[57.1 µM]
15: CN(Cc1ccccc1)S(=O)(=O)c1ccc(NC(=O)c2ccccc2C(=O)O)cc1
 : -16% | -6% | 0% | 4% | 20% | · | ? | -5% | 4%
16: O=C(CNC(=O)COc1ccccc1)NCCc1ccccn1
 : ? | 4% | -3% | 1% | 11%[57.1 µM] | -0.2% | -1% | 14% | 5%[57.1 µM]

The listing continues:
nr	canonical_smiles	USP1 inh	Vif-A3F inh	mIDH1 inhibitor	Vif-A3G inh	TrxR1 inh	RXFP1 agonist	ALOX12 inh	RGS4 inhibitor	TrxR1 substrate
26	C/C(=N\NC(=O)C1(C)CC1(Br)Br)c1cccc(NC(=O)C(C)(C)C)c1 (configuration not stated)	-18%	-1%	1%	0%	8%	0.7%	25%	-10%	3%
27	CN(Cc1ccccc1)C(=O)Cn1ncc2c3ccccc3n(Cc3cccc(Cl)c3)c2c1=O	?	-14%	3%	-4%	1%	0.7%	8%	-25%	10%
28	O=c1[nH]c2cc3c(cc2cc1C(c1nnnn1Cc1ccccc1)N1CCN2CCCC2C1)OCCO3 (configuration not stated)	-7%	-2%	1%	0%	?	0.7%	-7%	-11%	110%[activator]
29	COc1ccc(C=NCC2OCCc3ccccc32)cc1OC (configuration not stated)	-14%	-18%	4%	-7%	20%	-1.3%	13%	16%	6%
30	CCOC(=O)[C@@H]1[C@H]2COc3cc(OC)ccc3[C@H]2N2C(=O)N(c3cccc(Cl)c3)C(=O)[C@]12C	-10%	5%	8%	-6%	18%[57.1 µM]	0.0%	·	-8%	-2%[57.1 µM]
31	COc1cccc(NC(=S)N2CCc3cc(OC)c(OC)cc3C2COc2ccc3c(C)cc(=O)oc3c2)c1 (configuration not stated)	-4%	-9%	6%	-1%	-10%	0.9%	8%	32%	7%
32	Cc1cc2nc[nH]c2cc1[N+](=O)[O-]	-15%	5%	9%	3%	6%[57.1 µM]	-0.7%	-17%	4%	10%[57.1 µM]
33	COc1cc(C(=O)NCC(c2cccs2)S(=O)(=O)c2ccc(F)cc2)cc(OC)c1OC (configuration not stated)	2%	-1%	19%	0%	-3%[57.1 µM]	-0.8%	-12%	2%	-9%[57.1 µM]
34	Cc1ccc(Nc2nc3ccccc3s2)cc1	-18%	3%	3%	0%	-9%	4.1%	-19%	19%	-10%
35	O=[N+]([O-])c1cccc(C=NNC(=S)NC23CC4CC(CC(C4)C2)C3)c1	-16%	1%	13%	0%	10%[11.4 µM]	·	-28%	-32%	1%[57.1 µM]
36	CCOc1cc(N2CCOCC2)c(OCC)cc1NC(=O)C1CCCC1	-17%	0%	7%	0%	8%	1.1%	0%	-13%	0%
37	CCOC(=O)C1(CCCc2ccccc2)CCN(CCCn2cccn2)CC1	-1%	-2%	-5%	1%	15%	-0.4%	-25%	6%	-4%
38	O=C(NCCCN1CCCC1=O)c1cccnc1	-9%	-5%	-9%	2%	10%	1.8%	-7%	-16%	1%
39	Cc1ccccc1C(=O)NNC(=S)NC(=O)c1ccccc1	-7%	-29%	-4%	0%	-31%	0.6%	?	-33%	-12%
40	C#CCn1c(=NC(=O)c2sc3ccccc3c2Cl)sc2cc(S(N)(=O)=O)ccc21	-19%	-2%	4%	-4%	5%	4.6%	-19%	-19%	16%
41	COc1ccccc1NC(=S)N(Cc1ccc(Cl)cc1)CC1CCC(C(=O)O)CC1 (configuration not stated)	-8%	6%	11%	-3%	27%	-0.1%	?	-20%[56.9 µM]	-1%
42	CC(=O)N1CCc2cc(S(=O)(=O)NCCC(=O)NC3CCCc4ccccc43)ccc21 (configuration not stated)	-12%	5%	5%	1%	4%	0.3%	22%	3%	2%
43	CCN1CCCC1CNC(=O)Cn1cc2c(n1)CCC(C)C2 (configuration not stated)	-17%	0%	-11%	-1%	-7%[57.1 µM]	1.0%	462%[activator]	32%	9%[57.1 µM]
